Screening data from PubChem BioAssay.
MPTP inh = inhibitors of mitochondrial permeability transition pore | isolated mouse mitochondria, Ca2+ swelling absorbance, 30 min | inhibition, % at 10 µM | 1.4% of 360,000 active | AID 602449;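 active = inhibition of 50% or more, scaled per plate between neutral and stimulator controls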;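 also: 0% = DMSO wells given calcium and 100% = 1 mM EGTA wells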
hIAP inh = human IAP inhibition; purified IAP, CDP-Star luminescence, 30 min; P09923; 0.12% of 330,000 active; AID 2544; inhibition, % at 10 µM;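 active = inhibition reaching a set limit with compound at 10 µM in the primary screen, cut at about 35% in these data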;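 also: plate controls were DMSO wells with enzyme for no effect and no-enzyme buffer wells for full effect; values of inactives mirror those of a sister screen read the other way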
Target sequence (P09923 whole entry, looked up): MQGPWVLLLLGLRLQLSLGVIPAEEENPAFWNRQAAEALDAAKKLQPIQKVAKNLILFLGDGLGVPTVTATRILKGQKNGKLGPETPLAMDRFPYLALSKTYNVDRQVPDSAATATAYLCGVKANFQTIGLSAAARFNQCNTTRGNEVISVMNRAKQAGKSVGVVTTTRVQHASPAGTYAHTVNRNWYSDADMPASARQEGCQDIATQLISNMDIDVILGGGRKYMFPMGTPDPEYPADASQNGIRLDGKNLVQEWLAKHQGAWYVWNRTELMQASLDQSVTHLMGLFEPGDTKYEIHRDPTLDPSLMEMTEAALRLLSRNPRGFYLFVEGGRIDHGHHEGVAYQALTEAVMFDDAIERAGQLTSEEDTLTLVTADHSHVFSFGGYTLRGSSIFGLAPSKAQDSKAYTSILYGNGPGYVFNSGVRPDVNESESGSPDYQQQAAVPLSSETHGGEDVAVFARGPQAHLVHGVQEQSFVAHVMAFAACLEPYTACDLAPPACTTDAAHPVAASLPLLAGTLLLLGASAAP
A3G deaminase = inhibitors of human APOBEC3G DNA deaminase | inhibition, % at 20 µM | Q9HC16 | recombinant A3G, ssDNA deamination FAM/TAMRA fluorescence | 0.28% of 330,000 active;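 active = inhibition of at least 40% at 20 µM, with no more than 30% in the related APOBEC3A deaminase screen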;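 also: plate controls were DMSO wells with A3G for no effect and wells lacking A3G enzyme for full effect; some compounds called inactive have numbers as strong as hits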
Target sequence (Q9HC16 whole entry, looked up): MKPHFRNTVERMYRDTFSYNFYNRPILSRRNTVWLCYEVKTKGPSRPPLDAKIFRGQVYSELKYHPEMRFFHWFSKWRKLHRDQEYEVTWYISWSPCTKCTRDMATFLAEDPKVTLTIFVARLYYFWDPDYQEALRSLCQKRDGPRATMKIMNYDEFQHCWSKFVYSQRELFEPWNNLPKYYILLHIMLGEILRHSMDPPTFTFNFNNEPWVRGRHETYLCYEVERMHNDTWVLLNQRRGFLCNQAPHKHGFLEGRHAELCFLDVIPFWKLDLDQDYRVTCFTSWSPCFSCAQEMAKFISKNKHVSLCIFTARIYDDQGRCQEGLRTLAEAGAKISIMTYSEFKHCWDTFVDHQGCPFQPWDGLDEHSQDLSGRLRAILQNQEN
hIAP act = increases human intestinal alkaline phosphatase activity | P09923 | purified human IAP, CDP-Star luminescence, 30 min; stronger effect = higher value; 1 = vehicle-only enzyme, 0 = enzyme-free background | activation factor at 10 µM | 0.16% of 330,000 active | AID 2524;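 active = activation factor of the enzyme at least 2-fold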; also: the source names both 10 and 20 µM as test concentration; values of inactives mirror those of a sister screen read the other way
beta cell repl = inducers of beta-cell replication in MIN6 cells. 0.29% of 330,000 active. proliferation, % at 10 µM. MIN6 cells proliferation, ATPlite luminescence, 48 h; cells starved in 0.2% serum; 100% = growth in 10% serum;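 active = compounds whose signal lies at least 3.5 SD above the mean of all wells on their plate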;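 also: 0% = DMSO-treated cells in low-serum medium and 100% = 10% serum control; some compounds called inactive have numbers as strong as hits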
APOBEC3A inh = blocks human APOBEC3A ssDNA deamination; inhibition, % at 20 µM; 0.41% of 330,000 active; recombinant A3A, FAM/TAMRA ssDNA deamination fluorescence;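 active = at least 40% inhibition at 20 µM here, with at most 30% in a related deaminase screen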;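 also: plate controls were A3A with DMSO for no effect and wells lacking A3A enzyme for full effect; some results filed as inactive read as strong as hits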
ATG4B inh = inhibitors of human ATG4B cysteine protease. ATG4B cleavage of LC3-PLA2, NBD-HPC fluorescence, 1 h. AID 504462. Q9Y4P1. inhibition, % at 8.33 µM. 0.51% of 340,000 active; in the data active = inhibition above about 40%
mIAP activ = increases mouse intestinal alkaline phosphatase activity | AID 2805 | 0.24% of 330,000 active | activation factor at 10 µM | muIAP, CDP-Star luminescence, 30 min; stronger effect = higher value; 1 = vehicle-only enzyme signal, 0 = enzyme-free wells;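 active = activation factor of at least 2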; also: the source names both 10 and 20 µM as test concentration; values of inactives mirror those of a sister screen read the other way
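Assay system: mouse IAP enzyme; reagent: chemiluminescent substrate CDP-Star; dosing: test compounds delivered from DMSO solution; schedule: 30 min at room temperature; measured by: luminescence from enzymatic CDP-Star hydrolysis; controls: DMSO-only wells and no-enzyme negative control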
mIAP inh = mouse IAP inhibition; purified mouse IAP, CDP-Star luminescence, 30 min; inhibition, % at 10 µM; 0.2% of 330,000 active;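 active = inhibition of at least 40% at 10 µM in the primary screen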;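 also: plate controls were DMSO with enzyme for no effect and no enzyme wells for full effect; values of inactives mirror those of a sister screen read the other way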
Active calls of the source: *; . = no result given.

entry | Compound | MPTP inh | hIAP inh | A3G deaminase | hIAP act | beta cell repl | APOBEC3A inh | ATG4B inh | mIAP activ | mIAP inh
1 | O=C(NCc1ccc(Cl)cc1)c1cc(S(=O)(=O)N2CCCCC2)c[nH]1 | 1.4 | -8 | 3 | 1.1 | -3 | 0 | -2 | 1.1 | -9
2 | COc1ccc(C2c3sc(=O)[nH]c3SC3C(=O)N(c4ccccc4)C(=O)C32)cc1 (stereo not given) | -1.7 | 10 | -8 | 0.9 | -1 | 0 | 0 | 0.8 | 20
3 | COC(=O)c1cc(NS(=O)(=O)c2ccc3c(c2)CCC(=O)N3)cc(C(=O)OC)c1 | -1.6 | 5 | -9 | 0.95 | -2 | -3 | 6 | 1 | -2
4 | O=C(c1cc(C2CC2)nn1-c1ccccc1)N1CCN(Cc2c(F)cccc2Cl)CC1 | -1.0 | -15 | -7 | 1.2 | -5 | -3 | 14 | 1 | -3
5 | COc1ccc(N2C(=O)C(CN3CCCCC3)C2c2ccccc2)cc1 (stereo not given) | -1.6 | -8 | -7 | 1.1 | -5 | -3 | -2 | 1.1 | -7
6 | COC(=O)c1c(NC(=O)CN2CCC3(O)CCCCC3C2c2ccc(OC)cc2OC)sc(C)c1C (stereo not given) | 2.5 | 1 | -6 | 0.99 | 0 | -1 | -4 | 0.82 | 18
7 | O=c1c([N+](=O)[O-])c(NCCN2CCCCCC2)c2ccccc2n1-c1ccccc1 | 0.4 | 11 | -1 | 0.89 | 0 | -1 | -3 | 0.92 | 8
8 | Cc1cc(C)cc(C(=O)Nc2ccc3[nH]c(=O)[nH]c3c2)c1 | 0.0 | -5 | -1 | 1 | -1 | 0 | -13 | 0.98 | 2
9 | CCOC(=O)c1c(NC(=O)CC)sc2c1CCN(Cc1ccccc1)C2 | -0.5 | -8 | -14 | 1.1 | -3 | -7 | -1 | 1.1 | -6
10 | C=CCC[C@H](Cc1ccc(F)cc1)C(=O)OC[C@@H](C)NC(=O)[C@@H](CC=C)CC(=O)N[C@H](CO)Cc1ccccc1 | 0.9 | -12 | -4 | 1.1 | -6 | -2 | -10 | 1.2 | -25
11 | C[C@H](CO)N1C[C@H](C)[C@H](CN(C)S(C)(=O)=O)Oc2c(cccc2N(C)C)C1=O | -2.6 | -12 | -6 | 1.1 | 0 | -2 | -9 | 0.97 | 3
12 | CCOC(=O)c1sc2nc(C3CC3)cc(-c3ccc(F)cc3)c2c1N | 1.5 | 9 | 1 | 0.91 | -5 | 2 | -7 | 1.3 | -29
13 | C=C1CCN(C(C(=O)OC)C(C)C)S(=O)(=O)c2ccccc21 (stereo not given) | 0.5 | 0 | -13 | 1 | 10 | -3 | -3 | 0.91 | 9
14 | O=C(NCCS(=O)(=O)N1CCN(c2ccccc2)CC1)c1ccc(Br)o1 | -1.0 | 0 | 3 | 1 | -3 | -1 | 3 | 1.1 | -6
15 | COc1ccc(Cl)cc1-c1nc(N)nc(N(C)C)n1 | -1.7 | -4 | -5 | 1 | -2 | 1 | -3 | 1.1 | -12
16 | CC1(C)Cc2c(c(N3CCOCC3)nc3sc4c(NN)ncnc4c23)CS1 | -1.0 | -24 | -2 | 1.2 | -6 | -2 | -27 | 0.97 | 3
17 | Cc1ccc(NC(=O)Cn2nc(-c3ccccc3Cl)ccc2=O)c(Br)c1 | 3.1 | 4 | 0 | 0.95 | -2 | 3 | 2 | 0.83 | 17
18 | CC(=O)c1ccc(NC(=S)NCCc2ccc(S(N)(=O)=O)cc2)cc1 | 1.4 | 19 | -6 | 0.81 | 0 | -1 | 1 | 1.1 | -5
19 | CCOc1ccccc1N1CC(C(=O)Nc2ccc3c(c2)OCCO3)CC1=O (stereo not given) | -0.7 | -6 | -8 | 1.1 | -1 | 8 | 0 | 1.1 | -5
20 | COC(OC)c1ccnc(-c2ccc(OC(C)=O)cc2)n1 | -2.8 | -5 | 9 | 1.1 | -2 | 2 | -3 | 0.92 | 8
21 | CC1CCCN(Cc2nc(Cc3ccccc3Cl)no2)C1 (stereo not given) | 0.4 | -8 | -2 | 1.1 | 3 | 1 | -3 | 1 | 0
22 | O=C(NCc1n[nH]c(=S)n1-c1ccccc1)c1cccs1 | -0.8 | -4 | -9 | 1 | 1 | -5 | 0 | 0.99 | 1
23 | O=C(CCNC(=O)c1ccc(Br)cc1)NCc1ccncc1 | 0.1 | -23 | -8 | 1.2 | 4 | -1 | 1 | 0.94 | 6
24 | Cc1cc(C(=O)CCl)c(C)n1CCc1ccccc1 | . | 4 | -9 | 0.96 | -5 | -3 | 13 | 0.92 | 8
25 | COCCn1nnnc1C(c1cc2cccc(C)c2[nH]c1=O)N1CCN(c2ccccc2F)CC1 (stereo not given) | -0.4 | 5 | -9 | 0.95 | -3 | -6 | 1 | 0.97 | 3
26 | Cc1ccccc1-n1c(C)nnc1SCc1cc(=O)oc2ccc3ccccc3c12 | 0.9 | 1 | 3 | 0.99 | 0 | 0 | -13 | 0.96 | 4
27 | O=C(COC(=O)c1ccc(O)cc1O)Nc1ncc(Cl)cc1Cl | -1.6 | -22 | 5 | 1.2 | -2 | 9 | 7 | 0.99 | 0
28 | Cc1cc(C)nc(NC(=S)Nc2cccc(Cl)c2Cl)c1 | 0.4 | 14 | -9 | 0.86 | 0 | 0 | 2 | 0.93 | 7
29 | Cc1ccccc1Cn1c2ccccc2c2cnn(CC(=O)NCc3ccco3)c(=O)c21 | 0.6 | -10 | -6 | 1.1 | 0 | 5 | 1 | 0.99 | 1
30 | COc1ccc([N+](=O)[O-])cc1NC(=O)COC(=O)/C=C/c1ccco1 | 1.4 | -10 | -6 | 1.1 | 0 | -2 | -17 | 0.94 | 6
31 | Cn1c(=O)c2c(ncn2CC(=O)OCC(=O)c2ccc(Cl)cc2)n(C)c1=O | -1.0 | -10 | -14 | 1.1 | 2 | -1 | 5 | 1 | 0
32 | O=C(COC(=O)CNC(=O)C1CCCCC1)NCc1ccc(Cl)cc1 | 0.3 | 0 | -4 | 1 | -1 | -4 | -10 | 1.1 | -7
33 | CC(C)N1CCc2c(sc(NC(=O)c3ccc4ccccc4c3)c2C(N)=O)C1 | 0.3 | -38 | -11 | 1.4 | -6 | -10 | -33 | 1 | -1
34 | O=C(COC(=O)C1(c2ccccc2)CC1)NNC(=O)c1ccccc1F | -0.5 | -13 | -8 | 1.1 | -1 | 1 | 0 | 1 | 0
35 | Cn1ccc(NC(=O)c2ccc(Cl)cc2Cl)n1 | 0.0 | 8 | -5 | 0.92 | 0 | -6 | 2 | 0.96 | 4
36 | COc1cc(/C=N/NC(=O)C(N)=O)cc(OC)c1O | -1.9 | 1 | -6 | 0.99 | -4 | -10 | 7 | 0.95 | 5
37 | O=C(CSc1nnc(-c2ccco2)n1-c1ccccc1)N1CCN(C(=O)c2ccco2)CC1 | -0.9 | 2 | 0 | 0.98 | 0 | 0 | -6 | 0.97 | 2
38 | O=C(CSc1ccc2ccccc2n1)NCCC1=CCCCC1 | 3.9 | 5 | 5 | 0.95 | 0 | -1 | 10 | 0.94 | 6
39 | CCn1ccc(C(=O)Oc2ccc(C(C)C)cc2)n1 | -1.1 | 20 | -7 | 0.81 | -2 | 0 | -1 | 0.96 | 4
40 | CCc1c(C)nc(N)n2c(SCC(=O)N3CCCC(C)C3)nnc12 (stereo not given) | 3.6 | 20 | 7 | 0.8 | 0 | 10 | 8 | 1 | -3
41 | CCC(CO)Oc1cc(NCc2ccccc2O)c2ncn(C(C)C)c2c1 (stereo not given) | 0.7 | -9 | -6 | 1.1 | -3 | -1 | -8 | 1.1 | -14
42 | CCOC(=O)Cn1c(=O)c(-c2ccccc2NCc2ccccc2)nc2ccccc21 | 0.1 | -2 | 0 | 1 | -2 | 0 | -2 | 0.8 | 20
43 | CN(CC(=O)NCc1ccco1)CC(=O)Nc1ccc(F)c(F)c1F | -2.2 | -16 | -4 | 1.2 | -3 | 7 | -6 | 1.1 | -12
44 | COC(=O)c1[nH]c(C)c(/C(O)=C2\C(=O)C(=O)N(CCN(C)C)C2c2cccs2)c1C (stereo not given) | 0.9 | 22 | -1 | 0.78 | -3 | 1 | -10 | 0.93 | 7
45 | CCOC(=O)Cn1c(=O)cc(C)c2cccc(C)c21 | 2.7 | 8 | 6 | 0.92 | -1 | 4 | 4 | 1 | -3
46 | CCOC(=O)CNC(=O)CSc1nc(Cc2cccs2)nc2ccccc12 | 0.2 | 12 | 1 | 0.88 | -3 | 4 | -4 | 0.78 | 22
47 | COc1ccc(C2C(C(=O)N3CCCCC3)c3ccccc3C(=O)N2C)cc1 (stereo not given) | -1.5 | -4 | 1 | 1 | -3 | 2 | -9 | 0.91 | 9
48 | Cc1ccc(Nc2cc(C)nn2-c2nc(C)cc(=O)[nH]2)cc1 | -2.6 | -74 | 1 | 1.7 | -4 | 3 | -3 | 1.1 | -8
49 | Cc1noc(C)c1S(=O)(=O)Nc1ccc(C(=O)O)cc1 | -1.8 | -22 | -3 | 1.2 | -1 | -2 | 10 | 1.1 | -6
50 | O=C(Nc1cccs1)Nc1c(F)cc(F)cc1Br | 0.6 | 0 | -6 | 1 | 0 | -1 | 3 | 1 | 0
51 | C=C(C)CNC(=O)c1ccc(OC2CCN(S(=O)(=O)N(C)C)CC2)cc1 | 0.4 | -5 | -5 | 1.1 | -4 | -2 | 6 | 0.97 | 3
52 | COC(=O)c1[nH]c2ccc(C)cc2c1NC(=O)C1=COCCO1 | 0.9 | -7 | -1 | 1.1 | 0 | 1 | 12 | 0.98 | 2
53 | CCN1C(=O)c2ccccc2Sc2ccc(C(=O)NCCN3CCOCC3)cc21 | -2.1 | -14 | -7 | 1.1 | -1 | 0 | -16 | 1.2 | -21

Grouped by structure: the compounds so far with a thiophene ring, fused or not (9)
entry | Compound | MPTP inh | hIAP inh | A3G deaminase | hIAP act | beta cell repl | APOBEC3A inh | ATG4B inh | mIAP activ | mIAP inh
6 | COC(=O)c1c(NC(=O)CN2CCC3(O)CCCCC3C2c2ccc(OC)cc2OC)sc(C)c1C (stereo not given) | 2.5 | 1 | -6 | 0.99 | 0 | -1 | -4 | 0.82 | 18
9 | CCOC(=O)c1c(NC(=O)CC)sc2c1CCN(Cc1ccccc1)C2 | -0.5 | -8 | -14 | 1.1 | -3 | -7 | -1 | 1.1 | -6
12 | CCOC(=O)c1sc2nc(C3CC3)cc(-c3ccc(F)cc3)c2c1N | 1.5 | 9 | 1 | 0.91 | -5 | 2 | -7 | 1.3 | -29
16 | CC1(C)Cc2c(c(N3CCOCC3)nc3sc4c(NN)ncnc4c23)CS1 | -1.0 | -24 | -2 | 1.2 | -6 | -2 | -27 | 0.97 | 3
22 | O=C(NCc1n[nH]c(=S)n1-c1ccccc1)c1cccs1 | -0.8 | -4 | -9 | 1 | 1 | -5 | 0 | 0.99 | 1
33 | CC(C)N1CCc2c(sc(NC(=O)c3ccc4ccccc4c3)c2C(N)=O)C1 | 0.3 | -38 | -11 | 1.4 | -6 | -10 | -33 | 1 | -1
44 | COC(=O)c1[nH]c(C)c(/C(O)=C2\C(=O)C(=O)N(CCN(C)C)C2c2cccs2)c1C (stereo not given) | 0.9 | 22 | -1 | 0.78 | -3 | 1 | -10 | 0.93 | 7
46 | CCOC(=O)CNC(=O)CSc1nc(Cc2cccs2)nc2ccccc12 | 0.2 | 12 | 1 | 0.88 | -3 | 4 | -4 | 0.78 | 22
50 | O=C(Nc1cccs1)Nc1c(F)cc(F)cc1Br | 0.6 | 0 | -6 | 1 | 0 | -1 | 3 | 1 | 0
